Screens (PubChem)
VHR inh color: blocks the human dual specificity phosphatase VHR1; P51452; recombinant VHR phosphatase, colorimetric substrate read-out; inhibition, % at 20 µM; 50,000 compounds, 0.7% hits; AID 1992; in the data active means inhibition above about 60%; further: some results filed as inactive read as strong as hits
Target sequence (P51452 whole entry, looked up): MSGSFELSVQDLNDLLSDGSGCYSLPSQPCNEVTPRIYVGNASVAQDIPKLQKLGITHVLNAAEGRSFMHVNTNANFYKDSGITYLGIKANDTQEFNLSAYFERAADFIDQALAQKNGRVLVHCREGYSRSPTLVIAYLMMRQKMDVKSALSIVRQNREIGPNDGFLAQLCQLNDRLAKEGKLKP
Active calls of the source: *.

SMILES | VHR inh color
O=C(Nc1cc(C(F)(F)F)ccc1Cl)c1nc2nc(-c3ccccc3)cc(C(F)(F)F)n2n1 | 10
COCCNC(=O)/C(=C/c1ccc(C(C)C)cc1)NC(=O)c1ccccc1 | -10
Cc1ccc(N(CCCCN2C(=O)c3ccccc3C2=O)C(=O)c2cccc(C(F)(F)F)c2)cc1 | -6
COc1ccc(C(=S)N2CCN(c3cccc(Cl)c3)CC2)cc1 | 34
COc1ccc(/C(C)=N/NC(=O)COc2ccc(Cl)cc2Cl)cc1OC | -14
CCn1c2ccccc2c2cc(CN3CCN(Cc4ccc(OC)c(Br)c4)CC3)ccc21 | 6
COc1cccc(C2C(C(C)=O)=C(O)C(=O)N2CCN2CCNCC2)c1 (stereo not drawn) | 17
CCCNC(=O)c1cc2nc(-c3ccc(OC)cc3)cc(C(F)(F)F)n2n1 | 11
O=C(CSc1nc2ccccc2s1)Nc1ccccc1F | -6
CCN(CC)C(=O)CSc1nc(O)cc(=O)[nH]1 | -1
CCOC(=O)c1c(-c2ccccc2)oc2cc(Br)c(OCC(N)=O)cc12 | -30
O=C(Nc1cc(C(=O)Nc2ccc(Cl)cc2)cc(C(=O)Nc2ccc(Cl)cc2)c1)c1ccc([N+](=O)[O-])cc1 | -24
CCOC(=O)c1c(NC(=O)C2(C)CC2(Br)Br)sc(C)c1-c1ccccc1 (stereo not drawn) | 1
O=C1NC(=S)S/C1=C/c1ccc(O)c(Br)c1 | -5
O=C(Nc1ccc(F)c([N+](=O)[O-])c1)c1cccc2ccccc12 | -7
c1cncc(CN2CCN(Cc3c[nH]c4ccccc34)CC2)c1 | -8
O=C1NC(=O)N(c2ccc(Cl)cc2)C(=O)/C1=C/c1ccc(O)c(Cl)c1 | 2
O=c1c(/C=C(\O)c2ccccc2)nc2ccccc2n1-c1ccccc1 | -4
COc1ccc(N2C(=O)/C(=C/c3ccc(OCc4ccccc4F)c(OC)c3)C(=O)NC2=S)cc1 | -8
COC(=O)CNC(=O)C1COc2ccccc2O1 (stereo not drawn) | -20
Cc1ccc(S(=O)(=O)Oc2ccccc2C=C2C(=O)N(C)C(=O)N(C)C2=O)cc1 | -40
Cn1c(-n2c(CCN3C(=O)c4ccccc4C3=O)nc3ccccc3c2=O)nc2ccccc21 | -2
NNC(=O)CCc1nc2ccccc2[nH]1 | 3
N#C/C(=C/c1ccc(Sc2ccccc2)o1)C(=O)NCc1ccccc1 | -9
O=C1C2C3C=CC(C4CC34)C2C(=O)N1c1ccccc1Cl (stereo not drawn) | -12
c1cc(CSc2nc3ccccc3[nH]2)nc(CSc2nc3ccccc3[nH]2)c1 | -4
COc1ccc2nc(SCC(=O)Nc3ccccc3)[nH]c2c1 | -12
O=C1C2ON(c3ccc(Cl)cc3)C(c3cc(Br)ccc3O)C2C(=O)N1c1ccccc1 (stereo not drawn) | 5
Fc1cccc(Cl)c1Cc1noc(-c2ccccc2Br)n1 | -13
CCOc1ccc(S(=O)(=O)Nc2ccc(Cl)cc2)cc1 | -6

Seven of the compounds above, with tabs:
compound	VHR inh color
COc1ccc(N2C(=O)/C(=C/c3ccc(OCc4ccccc4F)c(OC)c3)C(=O)NC2=S)cc1	-8
N#C/C(=C/c1ccc(Sc2ccccc2)o1)C(=O)NCc1ccccc1	-9
Cn1c(-n2c(CCN3C(=O)c4ccccc4C3=O)nc3ccccc3c2=O)nc2ccccc21	-2
COc1ccc(C(=S)N2CCN(c3cccc(Cl)c3)CC2)cc1	34
COc1cccc(C2C(C(C)=O)=C(O)C(=O)N2CCN2CCNCC2)c1 (stereo not drawn)	17
c1cc(CSc2nc3ccccc3[nH]2)nc(CSc2nc3ccccc3[nH]2)c1	-4
COCCNC(=O)/C(=C/c1ccc(C(C)C)cc1)NC(=O)c1ccccc1	-10

A few values from the results shown.
For VHR inh color, COc1ccc(N2C(=O)/C(=C/c3ccc(OCc4ccccc4F)c(OC)c3)C(=O)NC2=S)cc1 is entered as -8
For VHR inh color, O=C1NC(=O)N(c2ccc(Cl)cc2)C(=O)/C1=C/c1ccc(O)c(Cl)c1 is entered as 2
For VHR inh color, N#C/C(=C/c1ccc(Sc2ccccc2)o1)C(=O)NCc1ccccc1 is entered as -9
For VHR inh color, CCOc1ccc(S(=O)(=O)Nc2ccc(Cl)cc2)cc1 is entered as -6
For VHR inh color, O=C1C2C3C=CC(C4CC34)C2C(=O)N1c1ccccc1Cl (stereo not drawn) is entered as -12

Other compounds follow:
SMILES | VHR inh color
Cc1cc(C=O)c(C)n1-c1ccc(Cl)cc1 | 3
O=c1c2c(nc3cc(-c4ccc(Cl)cc4)[nH]n13)CCS2 | -3
O=C(Nc1cccc(NS(=O)(=O)c2ccccc2)c1)c1ccccc1Cl | 10
COC(=O)CNC(=O)c1cccc([N+](=O)[O-])c1 | -13
Cc1cccc(OCC(=O)NC2C3CC4CC(C3)CC2C4)c1 (stereo not drawn) | -5
COc1ccc(NC(=O)c2ccc(OC)c(OC)c2)cc1Cl | 2
CC(=O)c1ccc2c(c1)C1C=CCC1C(c1ccc([N+](=O)[O-])cc1)N2 (stereo not drawn) | 12
O=C1CC(c2ccccc2)CC2=C1C(c1ccc(F)c(Br)c1)Nc1ccccc1N2 (stereo not drawn) | -6
N#C/C(=C\c1ccc(-c2ccccc2[N+](=O)[O-])o1)c1nn(-c2ccccc2)c(N)c1C#N | -50
COc1ccc(N2COc3ccc4c5c(c(=O)oc4c3C2)CCC5)cc1 | -4
COc1ccc(OC)c(NC(=S)NC(NC(=O)c2cccc(C)c2)C(Cl)(Cl)Cl)c1 (stereo not drawn) | -18
Cc1ccc(C23CC4CC(CC(C(=O)Nc5ccccn5)(C4)C2)C3)cc1 | 0
COc1ccccc1NC(=O)C(=O)N/N=C/c1ccc(C(=O)O)cc1 | -6
NC1=C(Cl)C(=O)c2c(cccc2[N+](=O)[O-])C1=O | 3
COc1ccc(S(=O)(=O)Nc2ccc3ccccc3c2)cc1OC | 0
O=C1CSC(c2ccc(Cl)c(Cl)c2)N1CC12CC3CC(CC(C3)C1)C2 (stereo not drawn) | -34
O=C(c1ccccc1F)N1CCN(S(=O)(=O)c2ccccc2)CC1 | -9
O=C(Nc1cccc([N+](=O)[O-])c1)c1ccc(Br)c(S(=O)(=O)NC2CCCCC2)c1 | 21
CC(=NC1CCCCC1)C1=C(O)c2ccccc2C1=O | -23
CC(=O)Nc1ccc(NC(=O)CN2C(=O)c3ccccc3C2=O)cc1 | -16
COc1ccc(OC)c(Nc2ccc3ccccc3n2)c1 | -1
O=[N+]([O-])c1ccccc1/C=N/Nc1nnc(-c2ccccc2)c(-c2ccccc2)n1 | -11
COc1ccc(S(=O)(=O)Nc2cc(Br)c(O)c(Br)c2)cc1 | 13
Cc1nc2cc(S(=O)(=O)N(C)C)ccc2n1-c1ccccc1 | 3
Cc1ccccc1OCCOc1cccc(/C=C2/SC(=S)N(C)C2=O)c1 | -22
Cc1cc(Nc2ccccc2)n(C(=O)c2ccc([N+](=O)[O-])cc2)n1 | -8
Cn1c(=O)c2c(ncn2CC(=O)Nc2ncccn2)n(C)c1=O | -13
COc1ccc(OCC(=O)N2CCN(c3ccc([N+](=O)[O-])cc3)CC2)cc1 | -23
Cc1ccc(N(CC(=O)Nc2c(C)n(C)n(-c3ccccc3)c2=O)S(=O)(=O)c2ccccc2)cc1 | -9
O=C(Cc1ccccc1)Nc1nc(-c2ccc3c(c2)Cc2ccccc2-3)cs1 | 2
O=[N+]([O-])c1ccc(-c2ccc(/C=C/c3ccncc3)o2)cc1 | -25
CCCCOc1ccccc1NC(=O)c1cc(OC)c(OC)c(OC)c1 | -18
COc1ccc(N2C(=O)C3C(c4ccccc4Cl)OC4(C(=O)c5ccccc5C4=O)C3C2=O)c(OC)c1 (stereo not drawn) | -5
O=C(/C=C/c1ccc([N+](=O)[O-])cc1)Nc1ccc2c(c1)OCO2 | -16
O=C(c1ccccc1)c1ccc(O)c(O)c1 | -29
Cc1cc(Cl)ccc1NC(=O)C1CCCN1C(=O)OC(C)(C)C (stereo not drawn) | -4
O=C(CCc1ccccc1)NCc1ccc2c(c1)OCO2 | -6
NNC(=O)CNC(c1ccccc1)c1cc(Br)ccc1NC(=O)CN1CCOCC1 (stereo not drawn) | 1
CCc1cccc(C)c1NC(=O)COc1ccc(C)cc1C | 1
CC(C)C12CC3CC(CC(C(=O)NN)(C3)C1)C2 | 2
O=[N+]([O-])c1ccc(N[C@@H]2OC[C@@H](O)[C@H](O)[C@@H]2O)cc1 | -15
COc1ccc(-n2cnc3sc(C)c(C)c3c2=O)cc1 | 4
O=C(Nc1ccc(F)cc1)c1ccc([N+](=O)[O-])cc1 | -10
COc1cc(C2=Nc3ccc(Br)cc3C(c3ccccc3)N2CC(=O)NN)cc(OC)c1OC (stereo not drawn) | 81
COC(=O)C(=O)/C(=C\c1ccc(-c2ccccc2[N+](=O)[O-])o1)C(=O)c1ccccc1 | -6
CCOC(=O)/C=C/C(=O)Nc1sc(C)c(C)c1C(N)=O | -3
O=C(Cn1cc(/C=C2\SC(=S)NC2=O)c2ccccc21)Nc1ccccc1 | 15
Oc1ccccc1-c1cc(-c2ccco2)[nH]n1 | -6
O=P(c1ccccc1)(c1ccccc1)c1nc(-c2ccc(Cl)cc2)oc1N1CCOCC1 | 0
O=C(COc1ccc(Cl)cc1Br)N/N=C/c1cccc(OC(=O)c2ccc3c(c2)OCO3)c1 | -90
COc1cc(OC)c(C2N(Cc3ccccc3)CCN2Cc2ccccc2)cc1Br | 3
Cc1ccc(OCC(=O)N/N=C\C=N/NC(=O)COc2ccc(C)cc2)cc1 | -10
O=C1c2cccc3c([N+](=O)[O-])ccc(c23)C(=O)N1n1cnnc1 | -64
CCOc1cccc(C2NC(=O)NC(C)=C2C(=O)OCc2ccc(OC)cc2)c1 (stereo not drawn) | -10
CCc1ccc(NC(=O)C(=O)NCCN2CCN(C(=O)c3ccccc3Br)CC2)cc1 | -13
COc1cc(/C=C2/SC(=S)N(C)C2=O)cc(Br)c1OCc1ccc(F)cc1 | -3
CCCCOC(=O)c1ccc(NC(=O)CSc2nnc(-c3ccco3)n2-c2ccccc2)cc1 | -6
CN(CCO)CCOCCOc1ccc(C(C)(C)C)cc1 | -2
CCN1C(=O)/C(=C\c2ccccc2)C(C(=O)OC)=C1C | 43
CCOC(=O)N1CCN(C(=O)Nc2cccc3ccccc23)CC1 | -6
(list continues)
SMILES | VHR inh color
N#Cc1c(/N=C/N2CCCC2)sc2c1CCCC2 | -6
Cc1ccc(N2C(=O)CC(NCc3ccc(F)cc3)C2=O)cc1 (stereo not drawn) | -3
CC(=O)N(C)c1ccc(NC(=O)/C=C/c2ccccc2)cc1 | -1
CCCc1nc2c(o1)CC(CC(C)SCC)CC2=O (stereo not drawn) | -3
CCCCCCOc1ccc(N2C(=O)CC(NCc3ccc(OC)cc3)C2=O)cc1 (stereo not drawn) | -21
O=c1nc(N2CCOCC2)nc(N2CCOCC2)[nH]1 | -28
O=C(NCc1ccccc1Cl)c1cccc(I)c1 | -19
C=CCSc1nc(N)c2c3c(sc2n1)CCCC3 | -20
Cn1c(CN2CCCC2)c(-c2ccccc2)c2cc([N+](=O)[O-])ccc21 | 2
CCOc1ccc(/C=N\N2CCN(c3ccccc3OC)CC2)cc1 | 16
CC(C(=O)Nc1ccc(NC(=O)c2cccc(Cl)c2)cc1)(c1ccccc1)c1ccccc1 | -5
CCCCOc1ccc(C(=O)Nc2ccccc2-c2nc3ccccc3s2)cc1 | -5
O=C(Nc1nc2ccccc2s1)C(Cl)(Cl)Cl | 1
CC(C)Cc1ccc(C(=O)NCC2OCCc3ccccc32)cc1 (stereo not drawn) | -3
O=C(Oc1ccc([N+](=O)[O-])c(Cl)c1)c1c(F)cccc1F | 3
COc1ccc(CSc2nnnn2-c2ccccc2)cc1 | -22
O=C(c1cnn2c(C(F)(F)F)cc(-c3ccc4c(c3)OCO4)nc12)N1CCOCC1 | -12
Nc1ccc2nc(SCC(=O)N3CCOCC3)sc2c1 | 6
CCN(CC)S(=O)(=O)c1ccc(Cl)c(C(=O)Oc2ccc([N+](=O)[O-])cc2)c1 | -13
O=C(NCc1ccc2c(c1)OCO2)c1ccc(C#Cc2ccccc2)cc1 | -7
CCOC(=O)C1=C(C)N=c2s/c(=C/c3ccc(C)cc3)c(=O)n2C1c1ccccc1 (stereo not drawn) | -11
Cc1cc(/C=C2\C(=O)NC(=O)N(c3cccc(F)c3)C2=O)c(C)n1-c1cccnc1 | -13
Cc1cc(NC(=O)c2cccc(Br)c2)ccc1-c1cc2ccccc2oc1=O | -13
CC1(C)Cc2c(sc3ncnc(NCc4ccccc4)c23)CO1 | -2
COc1cc(C=C2C(=O)N(C)C(=O)N(C)C2=O)cc(Cl)c1OCCOc1ccccc1 | -14
O=C(NCCC1=CCCCC1)c1ccc([N+](=O)[O-])cc1 | -3
O=C(c1ccc2c(c1)OCCO2)C1CC1 | 3
CCCCn1c(/N=C/c2ccc3c(c2)OCO3)nc2ccccc21 | -4
Cc1ccc(-c2noc(/C=C/c3ccccc3)n2)cc1 | -21
Cc1nc2cc(Nc3nnc(-c4ccccc4)c4ccccc34)ccc2n1C | -9

In the list so far, two have a tert-butyl group:
SMILES | VHR inh color
Cc1cc(Cl)ccc1NC(=O)C1CCCN1C(=O)OC(C)(C)C (stereo not drawn) | -4
CN(CCO)CCOCCOc1ccc(C(C)(C)C)cc1 | -2

Following part:
SMILES | VHR inh color
Cc1ccc(-c2nc3ccccn3c2NC(=O)c2ccccc2)cc1 | -14
Cc1cc(=O)oc2cc(OCC(=O)OC(C)(C)C)ccc12 | -12
CCc1nc2ccccc2n1CC(O)COc1ccc(C(=O)O)cc1 (stereo not drawn) | 14
O=C1C(=O)N(c2cccnc2)C(c2ccc3c(c2)OCO3)/C1=C(\O)c1ccc(Cl)cc1 (stereo not drawn) | 4
COC(=O)NC(NC(=O)OC)c1ccc(F)cc1 | -10

Two entries from above, field by field:
Cc1ccc(-c2nc3ccccn3c2NC(=O)c2ccccc2)cc1
  VHR inh color = -14
O=C1C(=O)N(c2cccnc2)C(c2ccc3c(c2)OCO3)/C1=C(\O)c1ccc(Cl)cc1 (stereo not drawn)
  VHR inh color = 4

Some of the compounds tested, so the mix of outcomes need not match the whole.
